Bioassay records: PubChem, The Scripps Research Institute Molecular Screening Center
PAD4 FP inh: blocks human protein arginine deiminase 4; 330,000 compounds, 0.41% hits; recombinant PAD4, RCA probe fluorescence polarization; inhibition, % at 6.36 µM;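 active = percent inhibition above a cutoff equal to the mean of all tested compounds plus 3 SD, cut at about 15% in these data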;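 note: 0% = PAD4 with RCA probe and DMSO and 100% = probe without PAD4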
Target sequence (Q9UM07 whole entry, looked up): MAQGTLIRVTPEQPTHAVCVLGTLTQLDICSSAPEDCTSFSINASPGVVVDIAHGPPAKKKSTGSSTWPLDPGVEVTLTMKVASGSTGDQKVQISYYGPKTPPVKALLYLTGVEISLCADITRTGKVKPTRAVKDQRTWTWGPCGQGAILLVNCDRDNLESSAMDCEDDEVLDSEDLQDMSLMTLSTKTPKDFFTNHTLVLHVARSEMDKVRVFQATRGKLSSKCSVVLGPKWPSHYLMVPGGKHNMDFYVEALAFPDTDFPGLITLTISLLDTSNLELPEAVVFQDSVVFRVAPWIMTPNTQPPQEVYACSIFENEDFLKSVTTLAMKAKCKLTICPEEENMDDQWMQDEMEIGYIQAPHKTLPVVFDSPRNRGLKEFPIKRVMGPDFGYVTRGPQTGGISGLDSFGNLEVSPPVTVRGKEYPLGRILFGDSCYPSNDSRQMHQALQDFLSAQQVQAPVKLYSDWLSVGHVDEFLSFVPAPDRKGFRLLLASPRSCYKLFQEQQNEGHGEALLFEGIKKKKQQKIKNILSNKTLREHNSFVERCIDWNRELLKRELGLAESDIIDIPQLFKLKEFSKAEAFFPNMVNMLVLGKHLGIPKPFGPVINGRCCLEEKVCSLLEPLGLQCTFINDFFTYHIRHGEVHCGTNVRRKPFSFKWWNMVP
PAFAH1B2 FP inh: PAFAH1B2 (human) inhibition; AID 492953; 340,000 compounds, 1.2% hits; P68402; recombinant PAFAH1B2, FP-rhodamine activity probe, fluorescence polarization; inhibition, % at 3.39 µM;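 active = inhibition above the mean of all tested compounds plus 3 SD, cut at about 24% in these data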;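 note: 0% = enzyme with DMSO and 100% = wells lacking PAFAH1B2; many of its hits are not listed in these tables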
PAFAH2 FP inh: PAFAH2 (human) inhibition; inhibition, % at 3.39 µM; 340,000 compounds, 0.99% hits; AID 492956; recombinant PAFAH2, FP-rhodamine activity probe, fluorescence polarization; Q99487;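 active = inhibition above the mean over all tested compounds plus 3 SD, cut at about 30% in these data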;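 note: inhibitors block probe labeling of enzyme so polarization drops; 0% = enzyme with DMSO and 100% = wells lacking PAFAH2 protein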
PME-1 inh: PME-1 (human) inhibition. inhibition, % at 5.9 µM. recombinant PME-1, FP-Rh probe fluorescence polarization. 320,000 compounds, 0.53% hits. Q9Y570. AID 2130;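 active = inhibition above the campaign mean of all compounds plus 3 SD, cut at about 26% in these data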;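 note: competitive labeling of PME-1 active site by serine hydrolase directed probe; 0% = PME-1 with DMSO and 100% = wells lacking PME-1 enzyme; inhibitors block probe labeling so polarization falls and inhibition rises; many of its hits are not listed in these tables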
Target sequence (Q9Y570 whole entry, looked up): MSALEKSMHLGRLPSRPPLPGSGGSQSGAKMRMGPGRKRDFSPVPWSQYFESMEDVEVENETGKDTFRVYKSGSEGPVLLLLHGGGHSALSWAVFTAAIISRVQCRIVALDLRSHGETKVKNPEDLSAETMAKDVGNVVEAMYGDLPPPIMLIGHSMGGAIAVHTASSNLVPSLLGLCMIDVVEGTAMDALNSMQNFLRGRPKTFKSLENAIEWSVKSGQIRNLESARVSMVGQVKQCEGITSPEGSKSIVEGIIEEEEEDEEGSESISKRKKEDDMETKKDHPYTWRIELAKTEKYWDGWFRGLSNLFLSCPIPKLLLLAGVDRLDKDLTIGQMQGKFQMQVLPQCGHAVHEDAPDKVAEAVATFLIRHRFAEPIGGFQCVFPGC
PAFAH1B3 FP inh: PAFAH1B3 (human) inhibition | Q15102 | recombinant PAFAH1B3, FP-rhodamine probe, fluorescence polarization | inhibition, % at 3.39 µM | 340,000 compounds, 0.28% hits | AID 492972;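 active = inhibition above the screen-wide average of all tested compounds plus 3 SD, cut at about 25% in these data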;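 note: 0% = enzyme with DMSO only and 100% = wells lacking PAFAH1B3 protein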
pPAFAH inh: inhibitors of human plasma PAF acetylhydrolase (pPAFAH) | Q13093 | recombinant pPAFAH, FP-rhodamine probe fluorescence polarization | inhibition, % at 3.39 µM | 330,000 compounds, 1.5% hits | AID 463082;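 active = inhibition above the mean inhibition across the screen plus 3 SD, cut at about 25% in these data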;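 note: inhibitors block binding of the rhodamine activity-based probe so polarization drops; 0% = enzyme with DMSO and 100% = wells lacking pPAFAH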
LYPLA1 inh: blocks human lysophospholipase 1, a PME1 counter-screen. O75608. recombinant LYPLA1, FP-Rh probe fluorescence polarization. inhibition, % at 5.9 µM. 320,000 compounds, 0.16% hits;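 active = inhibition above the mean of all tested compounds plus 3 SD, set per campaign, cut at about 14% in these data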;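 note: inhibitors block serine hydrolase probe labeling of LYPLA1 so polarization falls; 0% = enzyme with DMSO and 100% = wells lacking LYPLA1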
Fam108B inh: counter-screen for RBBP9 inhibitors: inhibitors of mouse Fam108B. recombinant Fam108B, FP-Rh probe fluorescence polarization. inhibition, % at 9.51 µM. 300,000 compounds, 0.33% hits. AID 1947;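 active = inhibition above the screen mean inhibition plus 3 SD, computed separately per campaign, cut at about 18% in these data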;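 note: inhibitors lower polarization as less probe binds the enzyme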
GSTO1 inh: counter-screen for RBBP9 inhibitors: inhibitors of human GSTO1; P78417; recombinant GSTO1, activity-based probe fluorescence polarization; inhibition, % at 5.96 µM; 300,000 compounds, 1.1% hits; AID 1974;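 active = inhibition above the campaign mean inhibition plus 3 SD, cut at about 35% in these data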;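 note: 0% = GSTO1-1 with DMSO and 100% = wells lacking GSTO1-1 enzyme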
* hit, by the source's call; . = no result given.

SMILES	PAD4 FP inh	PAFAH1B2 FP inh	PAFAH2 FP inh	PME-1 inh	PAFAH1B3 FP inh	pPAFAH inh	LYPLA1 inh	Fam108B inh	GSTO1 inh
C[C@H]1C(=O)N(C)CCN1Cc1cn(C)nc1-c1ccc(Oc2ccccc2)cc1	-2	5	1	2	6	7	0	-1	9
O=C(CSCc1c(F)cccc1Cl)NCCc1ccccc1	5	3	3	-1	3	0	2	7	12
CCOC(=O)C1CCCN(C(=O)c2ccco2)C1 (centres undefined)	2	4	-1	-1	7	6	2	-3	-5
C=CCn1c(SCC(=O)Nc2nccs2)nnc1-c1cc2cccc(OC)c2o1	0	-1	-3	-3	5	1	-3	-6	0
COc1ccc(C)cc1-n1nc2ccccc2n1	2	5	4	2	1	-5	6	1	4
NC(=O)CCN1CCC(c2nc3ccccc3s2)CC1	0	-1	11	-1	-2	3	2	5	1
C/C(=N\Nc1ccc(F)cc1F)c1ccc(Br)s1	-2	2	3	7	4	9	4	4	2
Cc1nn(Cc2ccc(Cl)cc2)c(C)c1NC(=O)CCCn1nc(C)c([N+](=O)[O-])c1C	-1	1	-8	3	9	-1	-3	4	-3
CN(C)c1ccc(CNC(=O)C2CCN(S(=O)(=O)c3ccc4c(c3)oc(=O)n4C)CC2)cc1	-4	2	-6	-3	7	5	2	-2	0
COc1ccc2cc(C3CC(c4cccs4)=NN3C(C)=O)c(Cl)nc2c1 (centres undefined)	4	5	5	2	-2	-2	3	-2	-7
CCC(=O)N1CCc2cc(S(=O)(=O)CCC(=O)Nc3cccc(F)c3)ccc21	0	4	-4	2	-1	-4	1	5	-11
COc1ccc(OC)c(CN2CCC(CNC(=O)Nc3cccc(Cl)c3)CC2)c1	5	2	0	3	3	4	0	0	2
Cc1ccc(N=Nc2ccc(O)c(P(=O)(c3ccccc3)c3ccccc3)c2)cc1	-1	3	-4	4	5	16	-3	9	1
COC(=O)[C@H](C)NC(=O)NC(C)CCc1ccccc1 (some centres undefined)	-8	7	-12	-3	1	6	0	1	-12
COc1cc(C(=S)N2CCOCC2)ccc1OC(=O)/C=C/c1ccco1	-4	8	2	-2	4	0	2	5	0
O=C(CSc1nccc(=O)[nH]1)N1CCCc2ccccc21	0	5	3	-2	-3	-1	3	2	2
Cc1noc(C)c1C(=O)OCC(=O)NCCc1ccc(Cl)cc1	1	5	3	1	-6	7	0	-4	-3
CC(=O)Nc1ccc(NC(=O)C(NS(=O)(=O)c2ccc3c(c2)OCCO3)C(C)C)cc1 (centres undefined)	8	4	10	-5	8	-2	3	.	.
CCn1cc(C(=O)O)c(=O)c2cc(F)c(N3CCN(C(=S)NC(=O)c4ccccc4)CC3)cc21	-2	-4	4	-1	-3	-1	0	-2	8
c1ccc(N/N=C2\CCCc3ccccc32)nc1	7	7	9	-1	11	-1	-2	6	6
O=C(Nc1ccccc1C(=O)Nc1ccncc1)c1cccc([N+](=O)[O-])c1	-1	6	-2	-4	6	0	-3	4	2
CC1CCC(NC(=O)CN2C(=O)C3CC=CCC3C2=O)CC1 (centres undefined)	-1	12	3	5	4	2	0	.	.
Cc1csc(NC(=O)c2oc3ccccc3c2C)n1	-1	-3	-1	-7	-1	-2	-6	-7	1
O=C(N/N=C/c1ccco1)c1cc(-c2ccc(Cl)s2)[nH]n1	-11	-6	-4	-40	2	-6	-17	-11	-9
C=C1C(C(=O)N2CCN(C)CC2)C1C(=O)N1CCN(C)CC1 (centres undefined)	3	-7	-7	3	7	3	3	3	4
Cc1cccn2c(=O)c(C=Nc3ccc(Cl)cc3)c(NCCO)nc12	0	2	5	6	7	1	1	6	1
CCN1C(=O)CS/C1=N\S(=O)(=O)c1ccccc1	-1	4	1	-2	12	-2	3	5	23
CCCN(CCC)CCCNC(=O)c1cn(-c2ccc(OC)cc2)c(=O)c2ccccc12	0	1	-16	-7	15	1	1	-1	1
COc1ccc(NS(=O)(=O)c2cccc3ccccc23)cc1	1	-6	3	-3	13	5	2	4	-9
CC(C)C[C@@H](CO)N1CCN(C)CCC1=O	-2	3	-1	-2	-1	2	-2	2	2
Cc1ccccc1OCC(O)CN1CCN(C)CC1 (centres undefined)	-5	4	-2	1	0	3	-3	4	1
CCC1(C(=O)c2ccccc2)C(c2ccc([N+](=O)[O-])cc2)C1(C(=O)OC)C(=O)OC (centres undefined)	-4	3	6	2	-2	3	-4	2	-1
CCC(=O)N1c2ccc(S(=O)(=O)CCC(=O)NCCC3=CCCCC3)cc2CC1C (centres undefined)	-1	6	8	-1	1	2	5	-4	8
CSc1ccccc1NC(=O)CN(C)C(=O)COc1cccc2cccnc12	-12	5	2	.	7	4	.	.	.
COc1ccc(-n2ccn(CC(=O)Nc3ccc(OC)cc3OC)c(=O)c2=O)cc1	1	1	2	-3	3	3	3	-1	9
O=c1[nH]snc1N1CCOCC1	-1	-1	12	0	7	2	-3	2	11
O=C(CSc1nc(O)c(C2CCCCC2)c(=O)[nH]1)Nc1ccc(Cl)cc1	9	6	-3	2	5	4	2	-2	-6
CN(CC(=O)Nc1ccc2c(c1)OCO2)S(=O)(=O)c1ccc2c(c1)CCC(=O)N2	-2	-1	-3	-37	6	1	1	-1	6
Nc1cccnc1Sc1ccccc1	0	4	7	1	4	1	1	5	2
N#Cc1sc2nc(C3CC3)cc(-c3ccc(Cl)cc3)c2c1N	3	4	-9	-6	-6	10	-3	-5	-3
CCC1(C)Cc2c(sc3nc(SC)nc(NCCN(C)C)c23)CO1 (centres undefined)	-5	1	2	-1	7	-4	-4	3	-8
CCCCCCCN1CCC(=O)N([C@H](CO)Cc2ccccc2)CC1	-2	2	-2	5	-2	3	0	1	4
Cc1ccccc1OCCSc1nc(N(C)C)nc(N(C)C)n1	0	1	6	-6	4	1	4	1	-2
Cc1ccccc1-n1nc2c(c1NC(=O)c1cc3ccccc3oc1=O)CS(=O)C2 (centres undefined)	-2	-1	0	1	-1	9	0	1	-6
CC1CCN(S(=O)(=O)N2CCN(C(=O)c3ccc4c(c3)OCO4)CC2)CC1	0	3	7	-6	13	0	2	-2	6

At a glance, 5 of the compounds above.
SMILES	PAD4 FP inh	PAFAH1B2 FP inh	PAFAH2 FP inh	PME-1 inh	PAFAH1B3 FP inh	pPAFAH inh	LYPLA1 inh	Fam108B inh	GSTO1 inh
O=C(CSc1nc(O)c(C2CCCCC2)c(=O)[nH]1)Nc1ccc(Cl)cc1	9	6	-3	2	5	4	2	-2	-6
CN(CC(=O)Nc1ccc2c(c1)OCO2)S(=O)(=O)c1ccc2c(c1)CCC(=O)N2	-2	-1	-3	-37	6	1	1	-1	6
Nc1cccnc1Sc1ccccc1	0	4	7	1	4	1	1	5	2
N#Cc1sc2nc(C3CC3)cc(-c3ccc(Cl)cc3)c2c1N	3	4	-9	-6	-6	10	-3	-5	-3
CCC1(C)Cc2c(sc3nc(SC)nc(NCCN(C)C)c23)CO1 (centres undefined)	-5	1	2	-1	7	-4	-4	3	-8

(listing goes on)
SMILES	PAD4 FP inh	PAFAH1B2 FP inh	PAFAH2 FP inh	PME-1 inh	PAFAH1B3 FP inh	pPAFAH inh	LYPLA1 inh	Fam108B inh	GSTO1 inh
CCCS(=O)(=O)N1CCC(C(=O)NCCc2ccc(OC)c(OC)c2)CC1	-1	0	0	3	2	-1	2	6	5
c1ccc(-c2nnc(-c3ccncc3)nc2-c2ccccc2)cc1	0	-5	-3	0	15	2	-3	0	-3
Cc1cc(NC(=O)CSCc2nc(-c3cccc(Cl)c3)oc2C)no1	3	-2	-3	-3	-4	3	5	1	2
Cc1cccc(/C=C2/S/C(=N/N=C3\CC4CCC3(C)C4(C)C)NC2=O)c1 (centres undefined)	0	11	16	-2	7	6	-5	-6	-27
O=C(NCc1nnc(SCC(=O)N2CCCc3ccccc32)n1-c1ccccc1)c1cccc2ccccc12	1	0	-7	-7	-2	1	-4	-1	2
CN(Cc1nccn1C)C(=O)c1cc(COc2cccc(C(F)(F)F)c2)on1	-3	6	-3	-1	5	9	3	1	-1
CC(C)(C)n1ncc2c(=O)n(Cc3cccc(Cl)c3)cnc21	1	14	10	1	13	2	3	2	13
COc1ccc(NC(=O)CSc2nc3ccccc3c3nc4ccccc4n23)cc1	-3	0	-9	-8	-4	-1	-6	-2	-2
Cc1ccc(NC(=O)Cn2cnc3c(oc4nc5c(cc43)COC(C)(C)C5)c2=O)cc1	-2	-1	-6	-1	1	0	1	1	3
CCCCn1c(N)c(N(CCOC)C(=O)CSc2ccccc2C)c(=O)[nH]c1=O	1	3	0	1	11	3	2	0	4
O=C(C1=C(O)C(=O)N(CC2CCCO2)C1c1ccc(Cl)cc1Cl)c1ccco1 (centres undefined)	-7	1	1	-9	0	-3	2	6	-6
CCC(Sc1nc(C)cc(C)n1)C(=O)Nc1ccc(Cl)cn1 (centres undefined)	3	6	3	0	6	1	2	0	2
CC1=NN(C(N)=S)C(=O)C1N=Nc1ccc(C)cc1C (centres undefined)	-3	.	.	5	.	13	4	1	-25
CCOC(=O)C1=C(N)OC2=C(C(=O)CCC2)C1c1ccco1 (centres undefined)	1	6	-8	3	0	7	0	-3	5
O=C(Nc1ccccn1)c1ccc2c(c1)S(=O)(=O)c1ccccc1C2=O	1	1	4	4	-6	-1	4	0	6
Cn1ncc(C#N)c1/N=C/N(Cc1ccccc1)Cc1ccccc1	-2	-2	-4	0	10	5	1	-5	1
COc1cc(S(=O)(=O)N2CCOCC2)cc(C(=O)OCC(=O)NCc2ccco2)c1OC	0	-7	-3	6	0	0	-1	.	.
O=S(=O)(c1ccccc1)N1CCN(CCc2ccccc2)CC1	2	8	3	2	11	-4	3	9	-4
O=c1c(-c2ccccc2)c(O)c2cccc3c2n1CCC3	-1	5	2	6	5	-3	-1	2	0
CCn1c(COc2cccc3ccccc23)nnc1SCC(N)=O	-1	7	-1	-2	7	-1	0	-1	4
O=C(c1noc2c1CCCC2)N1CCCCC1	1	2	-1	3	8	2	-1	-2	0
CCN1CCN(CCNC(=O)c2ccc(/C=C3\Sc4ccccc4N(Cc4ccccc4F)C3=O)cc2)CC1	-4	2	0	-5	5	25*	-11	-5	-43
COc1ccc(N2CCN(C(=O)c3ccccc3NC(=O)c3ccccc3)CC2)cc1	-4	3	4	0	1	5	4	3	-4
NC(=O)C1CCN(C(=O)COc2ccc3c(c2)oc(=O)c2ccccc23)CC1	0	6	1	3	6	2	0	2	-1
CC(OC(=O)c1nsc(Cl)c1Cl)C(=O)NCCc1ccccc1 (centres undefined)	-3	0	8	-7	3	17	-2	4	3
CSc1ccccc1NC(=O)C1CCN(S(C)(=O)=O)CC1	-2	-5	6	1	6	0	0	-2	35*
O=C(CNC(=O)c1ccc(Br)o1)Nc1cccc(S(=O)(=O)N2CCCC2)c1	0	3	7	-6	3	-1	-2	-1	8
c1cc(CNc2ccc(N3CCOCC3)cc2)ccn1	25*	3	5	6	-2	9	-3	-1	18
Cc1cccc2c1NC(C)CC2C (centres undefined)	15*	6	-3	2	3	3	3	4	19
COc1ccc(C2C(C(=O)O)CC(=O)N2c2ccc(OC)cc2)cc1 (centres undefined)	2	-2	-3	-4	1	-1	1	5	6
COc1cc2c3c(c1OC)C1(C=CC(=O)C=C1)CC3N(C(=O)c1ccccc1)CC2 (centres undefined)	-3	3	-5	-2	-2	10	-2	-6	4
Cc1ccnc(N2C(=O)C3C4CC(C(Br)C4Br)C3C2=O)c1 (centres undefined)	-3	8	0	-5	-8	-2	2	3	7

This is a subset; count on the stated rates, not on these rows.
